High-throughput results from PubChem BioAssay.
Epigenetic reg: derepresses silenced GFP reporter in murine cells | murine LDR cells, GFP reporter derepression, 30 h | Potency, µM (doses to about 53.9 µM), without a hit: at the top dose GFP activation, hits mostly activators | hit rate 0.2% among 280,000 | AID 1865; note: % of control where 0% means no effect; nearly all actives have a fitted effect of over 60% in size
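Readout is the number of GFP-expressing murine LDR cells, counted by cytometry following washing. Cells were treated with compound for 30 h at 37 C; the stably integrated CMV-GFP locus is normally silent.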
GAA glycogen mod: inhibitors or activators of human alpha-glucosidase glycogen cleavage; P10253; recombinant GAA, glycogen substrate, Amplex Red glucose oxidase fluorescence; Potency, µM (highest dose often 76.4 µM), for the others: at the top dose activity change, negative = inhibition, most hits filed as inhibitors; hit rate 0.38% among 300,000; AID 2100;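 note: 0% = full enzyme reaction and -100% = no-enzyme basal signal; the screen sought inhibitors and activators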
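Recombinant human enzyme (4 nM); glycogen substrate; 37 C, 40 min, pH 5.0. Readout: coupled glucose oxidase/Amplex Red fluorescence.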
Tau fluor cs: counter-screen for tau fibril formation inhibitors; tau K18 P301L (four-repeat tau fragment) Alexa594 fluorescence, heparin fibrillization; Potency, µM (highest dose often 57.7 µM), for the others: at the highest dose activity change, negative = decrease; hit rate 0.93% among 280,000; note: % is set by controls: 0 for no effect and ±100 for the full control effect; nearly all actives have a fitted effect of over 55% in size
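Human K18 P301L tau (15 uM unlabeled plus 0.24 uM Alexa 594-labeled, final) in 100 mM sodium acetate pH 7 was mixed with compound and 20 uM heparin and incubated 6 hr at 37 C.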
Active calls of the source: *; ? = inconclusive; . = not tested or not shown; & = joins results of further samples; [ ] = another dose, or the depositor's remark. Calls come from the whole dose curve; as a rule, active = well fitted curve in the direction sought with a large enough effect; inconclusive = small, poorly fitted or top-dose-only effect, or another doubt; inactive = no such curve, though single readings can be large; an effect the other way counts as inactive or inconclusive. Potency is the fitted concentration of half-maximal effect. A portion of the library; the hit share may differ from the screen's.

SMILES	Epigenetic reg	GAA glycogen mod	Tau fluor cs
CCCc1cc(=O)[nH]c(Nc2ccc(OCC)cc2)n1	-0.8%	-6%[76.3 µM]	?
Cc1ccc2c(CC(=O)NCc3ccccc3)coc2c1C	5.6%	11%[76.3 µM]	-14%
CCC1CCCCN1CCCNC(=O)CN1C(=O)c2cccnc2Oc2ccc(C)cc21 (centres undefined)	-0.4%	-2%&14%[76.3 µM]	8%
Cc1c(NS(=O)(=O)c2cccc(C(=O)O)c2)c(=O)n(-c2ccccc2)n1C	0.8%	-1%&12%[76.3 µM]	-10%
CCCCN(C)CCCNC(=O)c1cc(-c2cccnc2)nc2ccccc12	2.2%	1%	-12%
COc1ccccc1NC(=O)CN1CCCN(S(=O)(=O)c2ccc(Br)cc2)CC1	-1.1%	6%[76.3 µM]	-24%
CCCCOc1ccc(NC(=O)CSc2ccc(C(=O)O)cn2)cc1	-1.0%	14%[76.3 µM]	0%
COC(=O)c1c(NC(=O)c2ccc(C(C)(C)C)cc2)sc2c1CCC(C)C2 (centres undefined)	-1.6%	0%[76.3 µM]	4%
Cc1ccc(Cn2c(=O)n(Cc3ccc(C(=O)NC4CCN(Cc5ccccc5)CC4)cc3)c(=O)c3ccccc32)cc1	-1.8%	12%[76.3 µM]	-10%
CC(=O)Nc1ccc(NC(=O)C(c2ccccc2)N2Cc3ccccc3C2=O)cc1 (centres undefined)	0.0%	-9%[76.3 µM]	-12%
COc1ccc(CNC(=O)C2CCN(C(=O)c3cnn(-c4ccccc4)c3-n3cccc3)CC2)cc1	2.9%	-6%[76.3 µM]	-5%
COc1ccc(-c2cc(=O)c3cc(OCC(=O)OC(C)C)ccc3o2)cc1	-5.8%	-6%[76.3 µM]	-12%
Cc1ccc2c(c1)N(C(=O)CCC(=O)NCc1ccccc1F)CC(C)O2 (centres undefined)	-3.0%	-12%[76.3 µM]	-3%
COc1ccccc1-c1ccnc2[nH]n(-c3ccccc3)c(=O)c12	0.0%	?	-13%
CCc1ccc(NC(=O)Cn2c(=O)n(-c3cc(C)cc(C)c3)c(=O)c3oc4ccccc4c32)cc1	-0.8%	-4%[76.3 µM]	-11%
CCOc1ccc(S(=O)(=O)Nc2ccc3oc4c(c3c2)CC(C)CC4)cc1 (centres undefined)	-0.1%	-19%[76.3 µM]	?
Cc1cc(C)n2nc(CNS(=O)(=O)c3ccccc3)nc2n1	7.6%	16%[76.3 µM]	-1%
CCOc1ccc(C2C(C(=O)Nc3ccccc3)=C(C)Nc3nc(-c4ccccc4Cl)nn32)cc1OC (centres undefined)	0.6%	-10%[76.3 µM]	-22%
COc1ccc(-c2cn3cccnc3n2)cc1NC(=O)Nc1cc(C)ccc1C	3.2%	-13%[76.3 µM]	?
Cc1ccc(C)c(N2CCN(C(=O)CCc3c(C)nc4c(c3C)c(=O)n(C)c(=O)n4C)CC2)c1	-0.3%	-2%[76.3 µM]	-2%
COc1ccc(NC(=O)C(NC(=O)/C=C\c2ccc3c(c2)OCO3)c2ccc(C)cc2)cc1 (centres undefined)	-0.7%	6%[76.3 µM]	-24%
COc1ccc(C(=O)Nc2cc3cc(Cl)ccc3oc2=O)cc1OC	0.0%	14%[76.3 µM]	-4%
CCN(CCCNC(=O)Cn1ncc2c([nH]c3ccccc32)c1=O)c1cccc(C)c1	-1.2%	9%[76.3 µM]	-22%
COc1cc(/C=C(\C#N)c2nc3ccc(C)cc3[nH]2)ccc1OCc1ccc(C)cc1	5.6µM*	6%[76.3 µM]	?
CCOC(=O)N1CCN(C(=O)c2ccc3c(c2)N(Cc2ccccc2F)C(=O)c2ccccc2S3(=O)=O)CC1	0.0%	0%[76.3 µM]	-5%
CCCN(CCC)CCNC(=O)Cn1cc2c(n1)-c1c(oc(C(=O)N3CCCC3)c1C)CC2	1.0%	-10%[76.3 µM]	2%
CCOC(=O)c1ccc(N2C(=O)c3[nH]nc(-c4ccc(C)cc4)c3C2c2cccs2)cc1 (centres undefined)	-1.3%	-3%[76.3 µM]	-21%
Cc1ccc(-c2nnn3c2nc(NCCc2ccccc2)c2ccccc23)cc1	-2.2%	-16%[76.3 µM]	-15%
CCOc1ccccc1N(C)C(=O)Cn1nc(Cc2ccncc2)c2ccccc2c1=O	-1.1%	7%[76.3 µM]	-9%
CCC(C)c1ccc(OCC(=O)Nc2cccc3ccc(C)nc23)cc1 (centres undefined)	0.0%	5%[76.3 µM]	-17%
O=C(NCC(c1ccc(Cl)cc1)N1CCCCC1)c1ccc(F)cc1 (centres undefined)	-1.6%	-1%[76.3 µM]	-11%
O=C(CCNS(=O)(=O)c1cccc2nonc12)Nc1ccc(F)cc1	2.7%	-13%[76.3 µM]	-14%
CCOc1cccc(C2Oc3nc(SC)nnc3-c3ccccc3N2C(C)=O)c1OC (centres undefined)	-0.7%	10%[76.3 µM]	-9%
CCOc1ccc(CCNC(=O)CCCc2nnc3n(CC)c(=O)c4sccc4n23)cc1OCC	-0.4%	16%[76.3 µM]	-12%
CCCCN(CC)CCCNC(=O)Nc1sc2nc3n(c(=O)c2c1C)CCC(C)CC3 (centres undefined)	1.1%	10µM*	?
Cc1cc(NC(=O)c2cc(-c3ccc(Cl)cc3)on2)nn1Cc1ccc(Cl)cc1	2.7%	-13%[76.3 µM]	-5%
COc1cccc(CNC(=O)CCc2c(C)nc3c(c(C)nn3-c3ccc(C)c(C)c3)c2C)c1	-0.7%	8%[76.3 µM]	?
CCOc1ccccc1NC(=O)CSc1c2c(nc3ccc(Cl)cc13)CCCC2	-0.9%	12%[76.3 µM]	-16%
CCOCCCNC(=O)c1ccc(-n2c(-c3ccccc3)cc3c2CCCC3)cc1	0.0%	.	?
Cc1cc(C)n(-c2nc3cc(Cl)ccc3nc2N2CCN(c3ccccc3F)CC2)n1	-1.2%	-10%[76.3 µM]	-11%
Cc1oc2c(C)c3oc(=O)c(CC(=O)N4CCCCC4)c(C)c3cc2c1C	-3.8%	12%[76.3 µM]	-27%
CCn1c(C(=O)NCc2ccccc2OC)cc2sccc21	-0.2%	14%[76.3 µM]	-12%
COc1cc(OC)c(NC(=O)Nc2c(C)n(C)n(-c3ccccc3)c2=O)cc1Cl	1.0%	-23%[76.3 µM]	-12%
CCN(c1ccc(Cl)cc1)S(=O)(=O)c1nnc(NC(=O)C2CCCCC2)s1	0.0%	0%[76.3 µM]	-18%
COc1ccc(CCNC(=O)CCCn2c(=O)c3cccn3c3cccnc32)cc1OC	-2.9%	15%[76.3 µM]	-7%
CC(=O)c1ccc(NC(=O)c2sc(-n3nc(C)c(CCC(C)C)c3C)nc2C)cc1	-1.1%	-8%[76.3 µM]	-11%
CCCc1nnc(NC(=O)Cc2coc3ccc(C(C)C)cc23)s1	6.3%	13%[76.3 µM]	-3%
Cc1ccc(-c2cn3c(n2)sc2cc(C(=O)NCc4cccs4)ccc23)cc1	1.2%	-8%[76.3 µM]	-9%
COc1ccc(NC(=O)CSc2nc(-c3ccc(OC)cc3)cc(=O)[nH]2)cc1	-2.4%	-8%[76.3 µM]	7%
CCC(C)NC(=O)Cn1c(=O)n(-c2ccc(C)cc2)c(=O)c2ccccc21 (centres undefined)	-1.8%	-2%[76.3 µM]	-6%

As a working copy, some entries already given:
SMILES	Epigenetic reg	GAA glycogen mod	Tau fluor cs
Cc1oc2c(C)c3oc(=O)c(CC(=O)N4CCCCC4)c(C)c3cc2c1C	-3.8%	12%[76.3 µM]	-27%
CCn1c(C(=O)NCc2ccccc2OC)cc2sccc21	-0.2%	14%[76.3 µM]	-12%
COc1cc(OC)c(NC(=O)Nc2c(C)n(C)n(-c3ccccc3)c2=O)cc1Cl	1.0%	-23%[76.3 µM]	-12%
CCN(c1ccc(Cl)cc1)S(=O)(=O)c1nnc(NC(=O)C2CCCCC2)s1	0.0%	0%[76.3 µM]	-18%
COc1ccc(CCNC(=O)CCCn2c(=O)c3cccn3c3cccnc32)cc1OC	-2.9%	15%[76.3 µM]	-7%
CC(=O)c1ccc(NC(=O)c2sc(-n3nc(C)c(CCC(C)C)c3C)nc2C)cc1	-1.1%	-8%[76.3 µM]	-11%
CCCc1nnc(NC(=O)Cc2coc3ccc(C(C)C)cc23)s1	6.3%	13%[76.3 µM]	-3%
Cc1ccc(-c2cn3c(n2)sc2cc(C(=O)NCc4cccs4)ccc23)cc1	1.2%	-8%[76.3 µM]	-9%
COc1ccc(NC(=O)CSc2nc(-c3ccc(OC)cc3)cc(=O)[nH]2)cc1	-2.4%	-8%[76.3 µM]	7%
CCC(C)NC(=O)Cn1c(=O)n(-c2ccc(C)cc2)c(=O)c2ccccc21 (centres undefined)	-1.8%	-2%[76.3 µM]	-6%

Following part
SMILES	Epigenetic reg	GAA glycogen mod	Tau fluor cs
CCn1c(=O)c2cc(C(=O)NC3CCC(C)CC3)sc2c2ccccc21 (centres undefined)	-1.1%	11%[76.3 µM]	-6%
Cc1ccccc1Nc1c(-c2ccc(N3CCOCC3)cc2)nc2ccc(Br)cn12	3.6%	?	-28%
CCOc1ccc(N2CC(C)Cn3c2nc2c3c(=O)n(CC(=O)O)c(=O)n2C)cc1 (centres undefined)	0.0%	1%[76.3 µM]	-1%
CCn1c(=O)c2sccc2n2c(CCCC(=O)Nc3ccc(Oc4ccccc4)cc3)nnc12	6.1%	-16%[76.3 µM]	?
Cc1ccc(-c2noc(CNC(=O)c3ccc(C)c(Cl)c3)n2)cc1	-1.9%	-11%[76.3 µM]	?
CC(C)c1ccc2oc(-c3ccc(NC(=O)c4cccc(Br)c4)cc3)nc2c1	-0.5%	10%[76.3 µM]	-14%
Cc1ccc(C)c(NC(=O)CN2C(=O)CSc3nc(C)cc(C)c32)c1	-2.8%	9%[76.3 µM]	-3%
O=C1CC(c2nnc(Cc3c(F)cccc3Cl)o2)CN1c1ccccc1 (centres undefined)	0.9%	9%[76.3 µM]	-9%
Cc1cc(C)n(CCc2nc3c4ccccc4nc(N4CCN(c5ccc(F)cc5)CC4)n3n2)n1	0.0%	3%[76.3 µM]	0%
CCOc1ccc(CNCc2c(C(=O)O)n(Cc3ccc(OC)cc3)c3ccccc23)cc1	0.6%	-11%[76.3 µM]	8%
O=C(CCn1c(=O)c2sccc2n(Cc2ccc(F)cc2Cl)c1=O)NCc1ccc2c(c1)OCO2	-1.8%	10%[76.3 µM]	-2%
COc1ccccc1N1CCN(C(=O)c2ccc3c(c2)N(Cc2cc(C)ccc2C)C(=O)c2ccccc2S3(=O)=O)CC1	-0.3%	-7%[76.3 µM]	-9%
CC(NC(=O)C1CCN(S(=O)(=O)c2ccc(F)cc2)CC1)c1ccccc1 (centres undefined)	-0.8%	-1%[76.3 µM]	4%
CC(=O)Nc1ccc(NC(=O)c2cc(=O)c3ccccc3o2)cc1	0.8%	-3%	-12%
CCC(CC)c1nn2c(=O)cc(COc3ccc(NC(=O)c4ccc(Cl)cc4)cc3)nc2s1	-2.4%	-8%[76.3 µM]	-6%
Cc1ccc(Cn2nnc3sc4c(c3c2=O)CCC(C)C4)cc1 (centres undefined)	0.8%	10%[76.3 µM]	0%
Cc1oc(-c2ccccc2Cl)nc1CS(=O)CC(=O)NCc1ccc(Cl)cc1 (centres undefined)	-1.1%	0%[76.3 µM]	-13%
CC(C)n1c(=N)c(C(=O)NC2CCCCC2)cc2c(=O)n3ccccc3nc21	-1.3%	1%[76.3 µM]	7%
O=C1c2oc3ccccc3c(=O)c2C(c2cccc(O)c2)N1c1nncs1 (centres undefined)	-0.3%	13%[76.3 µM]	-12%
CCCn1c(=N)c(C(=O)NCc2ccco2)cc2c(=O)n3cc(C)ccc3nc21	0.3%	-15%[76.3 µM]	-5%
COc1ccc(C(=O)NCC(c2cccnc2)N2CCc3ccccc32)cc1OC (centres undefined)	1.1%	20%[76.3 µM]	6%
O=C(C1CCN(c2ncnc3c2nc2n3CCCCC2)CC1)N1CCN(c2ccccc2F)CC1	-1.2%	12%[76.3 µM]	6%
Cc1ccc(CSc2ncc(Cl)c(C(=O)Oc3ccc(F)cc3)n2)cc1	11%	3%[76.3 µM]	-15%
Cc1ccc(S(=O)(=O)Nc2ccc3nc(-c4cccc(Cl)c4)oc3c2)cc1	?	2%[76.3 µM]	?
Cc1ccc(CNC(=O)c2cn(C)c3ccc(S(=O)(=O)N(C)C4CCCCC4)cc3c2=O)cc1	-1.9%	5%[76.3 µM]	-26%
O=C(Cn1cc(S(=O)(=O)c2ccc(F)cc2)c(=O)c2cc3c(cc21)OCO3)Nc1ccccc1	?	2%[76.3 µM]	2%
CCOc1ccccc1NC(=O)c1cccc2c1C(=O)N(C1CCCCC1)C2	2.6%	-26%&13%[76.3 µM]	-16%
Cc1nc(CC(=O)Nc2cc(Cl)ccc2C)cs1	-3.0%	-5%[76.3 µM]	-5%
COc1ccccc1C1C(C(=O)N2CCCCC2)=C(C)Nc2nc3ccccc3n21 (centres undefined)	-1.8%	-2%[76.3 µM]	-9%
Cc1ccc2nc(-c3cccs3)c(Nc3c(C)cccc3C)n2c1	0.9%	?	-29%
